Compound activity as filed in PubChem.
ATXN viability: reduces viability in counter-screen for ATXN expression inhibitors; S2 cells (HEK-293 line with an ATXN2-luciferase reporter) viability, CellTiter-Fluor protease fluorescence, 24 h; Potency, µM (highest dose often 56.7 µM), actives largely listed as cytotoxic; hit rate 0.49% among 400,000; AID 651635; further: nearly all actives have a fitted effect of over 40% in size
MCF10A rerep: DNA re-replication induction in MCF 10a cells; MCF 10A DNA re-replication, Hoechst nuclear intensity, 48 h; Potency, µM (doses to about 46.1 µM), for inactives: at the top dose activity, positive = re-replication, most hits filed as activators; hit rate 2.9% among 350,000; AID 624296; further: % of control where 0% means no effect; nearly all actives have a fitted effect of over 50% in size
A549 tox: A549 cytotoxicity, counter-screen for Nrf2 inhibitors; A549 ARE-Fluc cells, CellTiter-Fluor viability, 18-24 h; Potency, µM (series often up to 46 µM), inactives show at the highest dose activity change, negative = cytotoxicity, actives largely listed as inhibitors; hit rate 0.16% among 390,000; AID 504648; further: on the % scale 0 is the no-effect control and ±100 the full control effect
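Cytotoxicity counterscreen: CellTiter-Fluor fluorescence was measured in A549 ARE_Fluc cells after 18-24 h of compound exposure in a concentration series. The subsequent BugLite luminescent read reports ARE-luciferase activity.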
HepG2 viability: counter-screen for TGF-b inhibitors: cytotoxicity in HepG2 cells; HepG2 CAGA-GFP viability, ATP luminescence, 18 h; Potency, µM (series often up to 46.1 µM), for the others: at the highest dose activity change, negative = cytotoxicity, most hits filed as cytotoxic; hit rate 0.76% among 410,000; AID 588856; further: some results filed as inactive show a strong effect at the top dose
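HepG2 CAGA-GFP cells (1000/well, DMEM with 1% FBS) received compound, then TGF-beta at 500 pg/mL final, and were incubated 18 hours at 37 degrees C. Viability was read by CellTiter-Glo luminescence. Media-only wells were set as complete cell-killing and DMSO as no toxicity.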
ATXN2 expr inh: reduces ATXN2 reporter expression in HEK-293 cells; Potency, µM (titrated, usually from 57 µM), without a hit: top-dose activity change, negative = inhibition, usual class: inhibitors; HEK-293 ATXN2-luciferase reporter, luminescence, 24 h; hit rate 0.72% among 360,000; AID 1745845; further: on the % scale 0 is the no-effect control and ±100 the full control effect; nearly all actives have a fitted effect of over 55% in size
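ATXN2-luciferase reporter cells (luciferase flanked by upstream and downstream ATXN2 gene portions) were treated 24 h at 37 °C with compounds at up to 57 uM. SteadyGlo luminescence gave expression; GF-AFC fluorescence gave viability.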
TGFb inhibitor: inhibitors of TGF-b signaling | hit rate 1.2% among 410,000 | Potency, µM (top dose mostly 46.1 µM), inactives show at the highest dose activity, negative = inhibition, hits mostly inhibitors | AID 588855 | HepG2 CAGA-GFP TGF-b/SMAD3 reporter, GFP fluorescence, 18 h; TGF-beta stimulated, 500 pg/mL final; further: on the % scale 0 is the no-effect control and ±100 the full control effect; nearly all actives have a fitted effect of over 65% in size
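GFP signal (ex488/em500-530) from TGF-beta-stimulated HEPG2 CAGA-GFP cells, 500 pg/mL final, 18 h at 37 degrees C in DMEM plus 1% FBS, normalized to unstimulated and DMSO-stimulated controls.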
EPAC2 antag: blocks human EPAC2 exchange factor; Q8WZA2; EPAC2 GEF exchange of Rap1B-BODIPY-GDP, fluorescence; Potency, µM (top dose mostly 114 µM), without a hit: at the highest dose activity, negative = inhibition, actives largely listed as inhibitors; hit rate 0.18% among 360,000; AID 720708; further: on the % scale 0 is the no-effect control and ±100 the full control effect; nearly all actives have a fitted effect of over 45% in size; many of its hits are not listed in these tables
Target sequence (Q8WZA2 whole entry, looked up): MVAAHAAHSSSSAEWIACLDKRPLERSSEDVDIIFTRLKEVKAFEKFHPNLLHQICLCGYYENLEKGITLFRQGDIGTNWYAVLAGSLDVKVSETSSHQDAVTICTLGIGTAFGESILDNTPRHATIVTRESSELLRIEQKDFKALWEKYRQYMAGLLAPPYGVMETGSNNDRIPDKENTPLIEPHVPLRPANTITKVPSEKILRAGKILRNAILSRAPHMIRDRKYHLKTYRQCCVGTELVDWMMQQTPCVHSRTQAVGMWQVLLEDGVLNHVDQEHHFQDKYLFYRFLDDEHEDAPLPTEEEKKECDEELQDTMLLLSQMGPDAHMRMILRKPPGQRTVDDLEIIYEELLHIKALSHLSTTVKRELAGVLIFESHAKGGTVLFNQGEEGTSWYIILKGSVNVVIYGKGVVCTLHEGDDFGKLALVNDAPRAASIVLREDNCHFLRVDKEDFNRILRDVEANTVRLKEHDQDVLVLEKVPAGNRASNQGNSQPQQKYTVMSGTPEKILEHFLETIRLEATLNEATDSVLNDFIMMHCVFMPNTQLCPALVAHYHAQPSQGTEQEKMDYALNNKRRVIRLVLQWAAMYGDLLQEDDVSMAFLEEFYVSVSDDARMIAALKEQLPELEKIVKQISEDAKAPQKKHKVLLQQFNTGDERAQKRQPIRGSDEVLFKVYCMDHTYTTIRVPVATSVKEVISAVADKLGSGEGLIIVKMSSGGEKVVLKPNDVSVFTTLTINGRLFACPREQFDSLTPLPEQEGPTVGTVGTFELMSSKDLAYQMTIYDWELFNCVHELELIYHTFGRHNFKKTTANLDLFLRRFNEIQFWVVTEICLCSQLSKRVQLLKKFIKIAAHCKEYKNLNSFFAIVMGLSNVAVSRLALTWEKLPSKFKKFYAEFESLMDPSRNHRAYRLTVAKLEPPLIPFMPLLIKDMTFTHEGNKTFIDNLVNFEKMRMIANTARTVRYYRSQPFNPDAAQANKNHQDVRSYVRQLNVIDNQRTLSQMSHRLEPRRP
Nrf2 inh: blocks Nrf2 signaling; A549 ARE-Fluc reporter, luciferase luminescence, 18-24 h; hit rate 2.1% among 360,000; Potency, µM (top dose mostly 46 µM), for the others: at the highest dose activity change, negative = inhibition, hits mostly inhibitors; AID 504444; further: on the % scale 0 is the no-effect control and ±100 the full control effect; nearly all actives have a fitted effect of over 60% in size
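Nrf2 function is reported as luminescence of an ARE-controlled luciferase in A549 cells. Compounds were tested at several concentrations, and a CellTiter-Fluor read on the same wells flagged cytotoxicity.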
Nrf2 activator: activators of Nrf2 (ARE) signaling; AREc32 ARE-luciferase reporter (MCF7-derived line), luminescence, 24 h; hit rate 0.31% among 410,000; Potency, µM (doses to about 46.1 µM), inactives show at the highest dose activation, usual class: activators; further: % of control where 0% means no effect; nearly all actives have a fitted effect of over 65% in size
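AREc32_Fluc, 1000 cells/well, OPTI-MEM + 5% FBS, o/n 37 deg C 5% CO2; 23 nL cpd by pin tool, 24 hr; Steady-Glo 30 min RT, luminescence.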
* = called active by the depositor; i = inactive; ? = inconclusive; · = no result given; & = joins results of further samples; [ ] = dose if it differs, or a comment. The call rests on the fitted dose curve; in most records, active means well fitted curve in the direction sought with a large enough effect; inconclusive means small, poorly fitted or top-dose-only effect, or another doubt; inactive means no such curve, though single readings can be large; an effect the other way counts as inactive or inconclusive. Potency means the concentration at half of the fitted maximal effect. Not all compounds are listed, so the mix of outcomes need not match the whole.

Below each compound – ATXN viability	MCF10A rerep	A549 tox	HepG2 viability	ATXN2 expr inh	TGFb inhibitor	EPAC2 antag	Nrf2 inh	Nrf2 activator
1. CCSc1nnc(-c2ccc(S(=O)(=O)N3CCCC3)cc2)n1C
 : i	11%	-3%	3%	5%	-1%	3%	-13%	-0.5%
2. CCCCN1C(=O)CN(C2CCCCC2)C(=O)C1c1ccc(OC(C)C)c(OC)c1 (stereo not drawn)
 : ·	·	-1%	-29%	·	-32%	·	·	3.4%
3. C[C@H]1COC(=O)[C@H](CC(=O)OC(C)(C)C)C/C=C\C[C@@H](CC(=O)N[C@H](CO)Cc2ccccc2)C(=O)N1
 : i	-3%	-7%	2%	7%	4%	4%	6%	-0.4%
4. C=CCOc1ccccc1CNc1ccccc1C
 : i	?	-8%	-24%	8%	-14%	6%	12%	4.0%
5. COc1ccc(NC(=S)NC2CCCCCC2)c(OC)c1
 : i	10%	14%	-49%	13%	?	-1%	-12%	1.1%
6. COc1ccc(CCN=C(C)c2cc(C)c(C)cc2O)cc1OC
 : ?	-1%	-2%	1%	-6%	2%	10%	4%	1.0%
7. CN(Cc1ccco1)S(=O)(=O)c1nnc(NC(=O)c2cccc(Cl)c2)s1
 : i	20%	-15%&3%	-20%&-41%	16%	-16%&-8%	-18%	-1%&-1%	3.4%&0.7%
8. c1ccc(CN2CCc3[nH]c4ccccc4c3C2)cc1
 : i	0%	0%	-3%	-23%	?	1%	10%	2.2%
9. O=C(NCCOc1ccccc1F)c1ccccc1SCc1ccc(F)cc1
 : i	23%	2%	-7%	-9%	0%	?	0%	5.7%
10. CCOC(=O)c1cc(NC(=O)N(C)C2CCCCC2)c(C)nc1C
 : ?	5%	-15%	8%	8%	8%	0%	14%	-0.2%
11. O=C(/C=C/c1cccs1)NCc1cccs1
 : i	1%	9%	-1%	·	7%	2%	18%	8.2%
12. C=C1[C@H](C)CN[C@H]1CCO
 : i	?	-2%	-2%	4%	2%	13%	-3%	0.3%
13. CCOC(=O)Cn1c(N)c(C(=O)OC)sc1=S
 : i	-1%	-2%	4%	3%	0%	11%	·	-0.6%
14. Cc1ccc2nc(-c3ccc(Br)o3)oc(=O)c2c1
 : i	-1%	-7%	-8%	-2%	17%	-2%	·	5.4%
15. COC(=O)c1cc(NC(=O)c2ccccc2)c(=O)oc1C
 : i	-2%	-1%	-42%	5%	0%	1%	7%	?
16. Nc1c(Cl)ncnc1Nc1ccc(C(=O)O)cc1
 : i	-9%	0%	-2%	2%	-25%	5%	6%	0.2%
17. Cc1ccc(C(=O)NNC(=O)CCC(=O)NCc2ccccc2)cc1Br
 : i	3%	4%	5%	16%	0%	5%	4%	-0.5%
18. Cn1c(=O)[nH]c(=O)c2c1nc(CN1CCOCC1)n2CCCO
 : i	-7%	-1%	3%	1%	6%	16%	13%	0.2%
19. NC1=NC(=O)C(Cc2ccccc2)S1 (stereo not drawn)
 : i	-1%	-1%	-3%	23%	-3%	5%	10%	0.4%
20. CC(=O)Nc1ccc(NC(=O)C2C3CCC(C3)C2C(=O)O)cc1 (stereo not drawn)
 : i	-2%	0%	6%	5%	-5%	2%	8%	0.0%

Grouped by structure: those above containing a halogen
Below each compound – ATXN viability	MCF10A rerep	A549 tox	HepG2 viability	ATXN2 expr inh	TGFb inhibitor	EPAC2 antag	Nrf2 inh	Nrf2 activator
7. CN(Cc1ccco1)S(=O)(=O)c1nnc(NC(=O)c2cccc(Cl)c2)s1
 : i	20%	-15%&3%	-20%&-41%	16%	-16%&-8%	-18%	-1%&-1%	3.4%&0.7%
9. O=C(NCCOc1ccccc1F)c1ccccc1SCc1ccc(F)cc1
 : i	23%	2%	-7%	-9%	0%	?	0%	5.7%
14. Cc1ccc2nc(-c3ccc(Br)o3)oc(=O)c2c1
 : i	-1%	-7%	-8%	-2%	17%	-2%	·	5.4%
16. Nc1c(Cl)ncnc1Nc1ccc(C(=O)O)cc1
 : i	-9%	0%	-2%	2%	-25%	5%	6%	0.2%
17. Cc1ccc(C(=O)NNC(=O)CCC(=O)NCc2ccccc2)cc1Br
 : i	3%	4%	5%	16%	0%	5%	4%	-0.5%

(listing goes on)
Below each compound – ATXN viability	MCF10A rerep	A549 tox	HepG2 viability	ATXN2 expr inh	TGFb inhibitor	EPAC2 antag	Nrf2 inh	Nrf2 activator
21. Cn1c(SCc2nc3ccccc3s2)nnc1-c1ccc2c(c1)OCO2
 : i	-11%	3%	-15%	59%[activator]	-8%	13%	·	?
22. COc1ccc(C2CCCN2C(=S)Nc2cccc(C)c2C)cc1OC (stereo not drawn)
 : i	0%	-11%	-23%	-22%	17%	-10%	-1%	-0.7%
23. CC(C)Nc1ncnc2c1cnn2Cc1ccccc1Cl
 : i	7%	2%	1%	·	0%	-1%	13µM*	-0.2%
24. CSc1ccc(S(=O)(=O)NCCSc2ccccn2)cc1
 : i	13%	8%	-21%	1%	1%	-2%	-14%	0.1%
25. O=C(Cn1cnc2c(NCc3ccccc3)ncnc21)NCc1ccccn1
 : i	11%	7%	-2%	5%	1%	1%	3%	-0.2%
26. O=C(CN(c1ccc(Cl)cc1)S(=O)(=O)c1ccc(Cl)c([N+](=O)[O-])c1)NCCc1ccc(F)cc1
 : i	3.7µM*	?	12%	-30%	?	-1%	?	-0.6%
27. O=C(Nc1nnc(-c2ccco2)o1)C1CC1
 : i	-1%	4%	0%	-11%	-8%	-7%	1%	5.2%
28. COc1ccc(OC)c(CCNC(=O)Cn2ccc3cc(S(=O)(=O)N4CCCC4)ccc32)c1
 : i	-7%	-7%	-8%	6%	-1%	-1%	-10%	-0.5%
